HIF-2a block – HIF-2a inhibition; 786-0 RCC cells HIF-2a reporter, luciferase luminescence, overnight; inhibition, % at 18.8 µM; 360,000 compounds, 0.72% hits; AID 624352;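 active = inhibition of the luminescence signal of 40% or more relative to plate controls, in a single-dose primary screen at 18.75 µM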
MITF TRPM1 inh – MITF TRPM1 promoter inhibition in SK-MEL-5 cells. SK-MEL-5 TRPM1 promoter luciferase, 24 h. 330,000 compounds, 0.83% hits. inhibition, % at 12.5 µM;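 active = mean inhibition across replicates of 60% or more, whatever share of single replicates reaches that level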; note: values of inactives mirror those of a sister screen read the other way
iPSC survival up – enhancers of human iPSC single-cell survival; 360,000 compounds, 0.044% hits; AID 602274; survival enhancement, % at 20 µM; hiPSC single-cell survival, ATPlite luminescence; 100% = ROCK inhibitor wells, 0% = DMSO; in the data active = survival enhancement above about 18%;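 note: cells exposed to compounds for 16 hours before the ATP read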
CF NFkB inh – inhibitors of cystic fibrosis induced NF-kB | 360,000 compounds, 0.86% hits | inhibition, % at 5 µM | AID 588850 | KKLEB NF-kB-GFP reporter, PAF-induced, GFP fluorescence overnight;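 active = at least 50% inhibition at 5 µM, scaled per plate between neutral and stimulator controls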;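 note: PAF is a Pseudomonas aeruginosa culture filtrate used as stimulus; plate controls were PAF-stimulated DMSO wells for no effect and unstimulated DMSO wells for full effect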
NR2E3 ag-1 – activates human NR2E3 receptor. inhibition of corepressor binding, % at 3.98 µM. AID 602229. CHO-S Gal4-NCOR/VP16-NR2E3 two-hybrid, luciferase. 360,000 compounds, 0.35% hits;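 active = inhibition above the mean of all tested compounds plus 3 SD, cut at about 70% in these data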;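 note: 0% = DMSO with NR2E3 transfected cells and 100% = cells lacking NR2E3 construct; higher means lower luciferase signal from less NR2E3 corepressor binding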
Target sequence (Q9Y5X4 whole entry, looked up, the tested form may be a part): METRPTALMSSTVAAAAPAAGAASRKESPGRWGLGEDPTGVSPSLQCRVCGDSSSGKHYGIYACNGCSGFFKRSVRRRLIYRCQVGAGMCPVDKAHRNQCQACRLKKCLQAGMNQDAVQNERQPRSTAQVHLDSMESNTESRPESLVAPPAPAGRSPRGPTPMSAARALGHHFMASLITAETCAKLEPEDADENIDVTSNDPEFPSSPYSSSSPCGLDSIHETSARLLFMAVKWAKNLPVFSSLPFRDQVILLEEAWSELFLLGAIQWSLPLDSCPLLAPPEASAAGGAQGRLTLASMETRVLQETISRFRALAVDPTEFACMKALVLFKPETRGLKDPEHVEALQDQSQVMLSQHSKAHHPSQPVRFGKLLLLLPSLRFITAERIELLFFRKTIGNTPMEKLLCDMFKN
NR2E3 ag-2 – activates human photoreceptor nuclear receptor NR2E3; GST-NR2E3/biotin-RetCOR TR-FRET, 1536-well; inhibition of corepressor binding, % at 4.78 µM; 320,000 compounds, 0.12% hits; AID 2300;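 active = percent inhibition above the cutoff of mean plus 3 SD of all tested compounds, set per screening campaign, cut at about 20% in these data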;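 note: 0% = DMSO wells and 100% = biotin wells as full block of FRET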
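Test system: GST-NR2E3 and biotin-RetCOR proteins | Quantity: 1.35 nM GST-tagged NR2E3 final | Medium: Tris pH 7.5 | Also added: 7 nM biotin-RetCOR | Dosing: Compound at 4.8 µM, single dose | Timing: 5 h at 4 °C | Detection: Time-resolved FRET | Read-out basis: Percent inhibition | Benchmarks: Biotin wells as high control, 0.6% DMSO wells as low control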
Peg3 promoter – reduces Peg3 promoter-driven luciferase expression in HeLa | HeLa PEG-Prom luciferase reporter, luminescence, overnight | inhibition, % at 20 µM | 360,000 compounds, 1.7% hits;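 active = inhibition of at least 50% at 20 µM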
Shn3 inh set2 – Schnurri-3 reporter inhibition in Clone20 osteoblasts; 360,000 compounds, 0.52% hits; inhibition, % at 12.5 µM; Clone20 osteoblast Shn3 3'UTR firefly luciferase, 24 h;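 active = mean inhibition of at least 75% with every replicate also reaching 75%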;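 note: 0% = median of neutral control wells and 100% = pilot-screen positive control compound; some compounds past the cut are filed as inactive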
TWEAK Fn14 block – inhibitors of TWEAK-Fn14 interaction signaling. 360,000 compounds, 2% hits. TWEAK-stimulated Fn14 reporter cells, luciferase luminescence, 8 h. inhibition, % at 10 µM; in the data active = inhibition above about 50%
KKLEB cytotox – counter-screen for CF NF-kB inhibitors: cytotoxicity. 360,000 compounds, 0.36% hits. activity change (cytotoxicity), % at 5 µM. KKLEB CF airway cells viability, ATPlite luminescence, overnight; active compounds read low; cells stimulated with P. aeruginosa culture filtrate;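 active = corrected activity change at or below -50% at 5 µM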
aDG glyco up – increases alpha dystroglycan glycosylation. Pro5-aDG cells, alpha-DG glycosylation AlphaScreen (IIH6); 0% Pro5, 100% B10-LARGE cell signal. activation, % at 10 µM. 360,000 compounds, 0.22% hits;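 active = activation of at least 8% versus controls, or a plate z-score of at least 8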;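 note: Pro5 are CHO cells carrying HIG-tagged alpha-DG that lacks glycosylation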
Starred values were filed as active, the others as inactive; nt = no result given.

SMILES	HIF-2a block	MITF TRPM1 inh	iPSC survival up	CF NFkB inh	NR2E3 ag-1	NR2E3 ag-2	Peg3 promoter	Shn3 inh set2	TWEAK Fn14 block	KKLEB cytotox	aDG glyco up
Cc1cccc(C)c1NC(=O)CN1CCN(C(=O)c2cc(C3CC3)nn2-c2ccccc2)CC1	14	nt	-1.6	-11	8	nt	19	30	-24	0	-0.2
O=C(CCc1nc2ccccc2c(=O)[nH]1)Nc1nnc(SCc2ccccc2F)s1	-204	-58	0.3	4	-64	2	-133	20	-40	-3	0.3
CC(=O)Nc1ccc(S(=O)(=O)N2CCSC2C(=O)O)cc1 (stereo not given)	-10	3	1.4	-1	-6	-1	8	-10	-3	-1	-0.2
Cc1ccc2c(=O)n3c(nc2c1)C(Cc1ccc(O)cc1)NC(=O)c1cccnc1-3 (stereo not given)	-9	nt	-0.5	3	-68	nt	-9	-1	-11	-7	-0.2
CCC(=O)N(C1=C(NC(C)C)C(=O)c2ccccc2C1=O)C(C)C	11	27	-3.4	-10	10	-1	19	-24	6	18	0.9
Cc1cccn2c(=O)c(C=Nc3ccccc3)c(NCc3ccco3)nc12	-51	8	8.8	-33	-12	2	-24	-3	18	5	-0.1
CCCOc1cccc(C(=O)Nc2ccc3c(c2)OCCO3)c1	-139	-40	-0.5	13	-39	-4	-160	-29	27	-23	0.0
CC(C)COC(=O)c1cc(=O)[nH]c2ccccc12	-6	-2	5.3	-1	10	3	5	-4	8	5	-0.2
CC1CCCN(C(=O)Cn2c(=O)oc3cc(S(=O)(=O)N4CCCCC4)ccc32)C1 (stereo not given)	6	-4	-3.0	-10	-22	5	6	24	-5	13	-0.1
CCCCc1ccc(NC(=O)CSc2nc3ncccc3[nH]2)cc1	-89	2	-0.5	-12	37	2	-95	54	22	-5	2.7
COc1ccc(Cc2c(C3CCCCC3)nc3c(Cl)cc(C(F)(F)F)cn23)c(C)c1	-6	nt	-0.6	nt	-10	nt	nt	nt	22	nt	-0.3
CC(c1ccccc1F)n1cc(C(=O)NCCc2ccco2)nn1 (stereo not given)	-2	-8	1.7	-8	-8	-1	3	14	4	5	0.3
CCOC(=O)c1csc(NC(=O)CSc2nnnn2-c2ccc(OC)cc2)n1	20	9	-0.6	4	-2	-3	5	12	6	-1	0.2
Cc1ccc(C(C)n2cc(C(=O)NCc3ccccn3)nn2)cc1 (stereo not given)	15	-7	0.3	23	1	-1	1	14	-6	-6	0.1
COc1ccc(C(=O)c2ccc(N(C)C)cc2)c(OC)c1	-64	-8	-0.1	17	-42	5	-6	-6	5	-13	-0.2
Nc1cc(=O)[nH]c(SCC(=O)Nc2cc(S(=O)(=O)N3CCCCC3)ccc2Cl)n1	4	7	1.2	10	-3	-2	-1	6	-5	10	0.1
COc1cccc(N2CCN(C(=O)CCC(=O)N3CCOc4ccc(C)cc43)CC2)c1	11	6	3.5	-9	-9	0	10	-1	-11	11	-0.1
CC(O)(c1ccc(F)c(F)c1)c1nc(-c2ccoc2)cs1 (stereo not given)	-16	nt	2.1	-20	-5	nt	7	-3	18	-4	0.1
COCc1nc2oc3ccc(F)cc3c(=O)c2cc1C(=O)OC	-192	-55	0.0	-1	-44	nt	-200	-18	-2	-6	0.0
O=C(COC(=O)c1ccc(F)c(S(=O)(=O)N2CCOCC2)c1)Nc1ccc2[nH]c(=O)[nH]c2c1	8	-5	0.7	3	9	-2	-8	0	2	-14	0.1
Cc1ccc(NC(=O)CSc2n[nH]c(C)c2[N+](=O)[O-])cc1C	10	1	-1.1	3	-7	-1	-10	14	18	-4	0.0
COc1ccc(OC)c(NC(=O)c2ccc(CSc3nnc(C)s3)cc2)c1	-39	-10	-0.1	24	-2	4	-24	16	-20	-2	0.5
CCCS(=O)(=O)N1CCC(C(=O)NCc2ccccc2Cl)CC1	-8	1	7.4	14	1	-2	-5	2	-10	-2	-0.2
COC(=O)c1[nH]c2c(c1C)C(=O)CC(c1cccs1)C2 (stereo not given)	37	2	7.4	35	16	0	20	4	-3	-16	-0.4
Cc1cc(C)cc(Nc2nc3ccccc3c(=O)[nH]2)c1	-29	-5	1.2	7	-2	-1	-44	-8	-3	3	0.3
CC(C)CC(N)c1csc(Nc2ccc(C(=O)NCCO)cc2)n1 (stereo not given)	15	nt	4.7	1	-33	nt	-4	18	10	-11	0.2
COc1ccc(/C=C/C(=O)NC(=S)NCC2CCCO2)cc1 (stereo not given)	-27	10	0.1	0	5	2	-8	-22	-11	-5	0.2
Cn1cccc1Cc1nnc(SCC(=O)NCC2CCCO2)n1-c1ccc(F)cc1 (stereo not given)	-4	2	-0.3	-6	-33	1	-2	9	-2	10	0.1
COc1cccc(C(=O)O)c1OS(=O)(=O)c1ccc(C)cc1	11	nt	-3.0	5	-33	nt	4	11	3	-2	0.0
C/C(=N\NC(=O)CSCc1ccc(Cl)cc1)c1ccc(NC(=O)c2ccccc2)cc1	-127	-8	-0.4	1	-60	1	-190	-36	-100	1	0.2
COc1ccc(C(C)(C)C)cc1NC(=O)CCN1C(=O)C2CCCCC2C1=O (stereo not given)	3	3	-0.3	9	-15	4	3	4	4	2	-0.1
O=c1cc(CN2CCN(c3ccccc3)CC2)nc2scc(-c3ccccc3)n12	-38	10	1.2	5	-29	-3	10	12	42	0	-0.1
CCOC(=O)C1CCCN(c2c(N3CCN(C4CCCCC4)CC3)c(=O)c2=O)C1 (stereo not given)	4	-16	3.0	-28	17	1	4	0	-19	7	3.9
COc1ccc(N2CCN(c3cc(=O)n(Cc4ccc(F)cc4)c(=O)[nH]3)CC2)cc1	12	2	-0.8	9	2	2	12	12	11	-10	0.1
O=C(O)c1cc(S(=O)(=O)Nc2ccc(N3CCCCC3)cc2)ccc1Cl	5	-5	-0.1	-6	-23	5	2	5	-7	18	-0.2
CCN(CC(=O)Nc1ccc(NC(C)=O)cc1)C(=O)c1cc(-c2ccccc2)nn1-c1ccccc1	11	-7	0.8	-3	-10	-3	-1	-3	-14	-8	-0.2
C=CCN1C(=O)S/C(=C/c2ccsc2)C1=O	-63	-53	5.8	-14	10	-4	-173	-30	-14	-4	0.3
O=C(NCCS(=O)(=O)N1CCCCCC1)c1ccc(F)cc1	8	2	-0.4	-3	-11	1	-2	12	10	-3	0.4
Cc1ccc(C(=O)NNC(=O)c2ccc(Br)s2)cc1S(=O)(=O)N1CCOCC1	4	13	1.4	9	0	2	-3	3	6	-8	0.0
CCC1Sc2ccc(S(=O)(=O)CCC(=O)N3CCc4ccccc43)cc2NC1=O (stereo not given)	7	10	0.1	5	8	-2	20	-14	9	-1	0.1

3 of the compounds above, in markdown:
| Molecule | HIF-2a block | MITF TRPM1 inh | iPSC survival up | CF NFkB inh | NR2E3 ag-1 | NR2E3 ag-2 | Peg3 promoter | Shn3 inh set2 | TWEAK Fn14 block | KKLEB cytotox | aDG glyco up |
| --- | --- | --- | --- | --- | --- | --- | --- | --- | --- | --- | --- |
| COc1ccc(N2CCN(c3cc(=O)n(Cc4ccc(F)cc4)c(=O)[nH]3)CC2)cc1 | 12 | 2 | -0.8 | 9 | 2 | 2 | 12 | 12 | 11 | -10 | 0.1 |
| COc1ccc(C(C)(C)C)cc1NC(=O)CCN1C(=O)C2CCCCC2C1=O (stereo not given) | 3 | 3 | -0.3 | 9 | -15 | 4 | 3 | 4 | 4 | 2 | -0.1 |
| O=C(O)c1cc(S(=O)(=O)Nc2ccc(N3CCCCC3)cc2)ccc1Cl | 5 | -5 | -0.1 | -6 | -23 | 5 | 2 | 5 | -7 | 18 | -0.2 |

(cont.)
SMILES	HIF-2a block	MITF TRPM1 inh	iPSC survival up	CF NFkB inh	NR2E3 ag-1	NR2E3 ag-2	Peg3 promoter	Shn3 inh set2	TWEAK Fn14 block	KKLEB cytotox	aDG glyco up
O=C(NCc1ccccn1)C1CCN(S(=O)(=O)N2CCC3(CC2)OCCO3)CC1	18	0	4.1	11	-25	2	7	-7	-6	3	-0.5
CC1CCCN(C(=O)Cn2c3ccccc3c3nc4n(c(=O)c32)CCS4)C1 (stereo not given)	11	1	6.3	-1	-13	2	11	-2	8	-7	0.0
COc1ccc2sc(-c3ccccc3OC)c(-c3ccc(OCCN(C)C)cc3)c2c1	-19	28	-1.1	14	-13	nt	89*	20	-76	-28	1.1
Cc1cccc(Nc2ncnc3onc(-c4cccc(Cl)c4)c23)c1C	37	1	0.6	14	-29	0	8	7	-8	-8	0.1
O=C(c1cccc(Br)c1)N1CCN(C(=O)N2CCCCC2)CC1	8	-6	2.7	11	13	2	15	-3	-15	-4	0.0
CSc1ccc(CN2CCCC(N3CCN(c4ccccc4)CC3)C2)cc1 (stereo not given)	2	18	0.1	36	29	3	-74	6	-7	-3	0.0
O=C(Nc1ccccc1)c1cc([N+](=O)[O-])ccc1N1CCCCC1	9	-1	1.4	1	-3	nt	28	12	0	12	0.0
NC(=O)CSC1=Nc2ccccc2C2=NC(CCC(=O)NCc3ccc(F)cc3)C(=O)N12 (stereo not given)	20	8	-0.1	4	-13	0	5	1	-2	-9	-0.3
CCCCN(C(=O)CSCC(=O)Nc1cccc(C)c1)c1c(N)n(CCCC)c(=O)[nH]c1=O	1	-4	0.4	13	23	1	-2	-8	-3	22	-0.2
CCC(C)(C)n1nnnc1C(c1cccc(C#N)c1)N1CCN(c2cc(C)ccc2C)CC1 (stereo not given)	-16	10	-4.0	-5	-17	1	27	25	5	2	0.4
O=C(NCC1CCN(C(=O)c2ccc([N+](=O)[O-])cc2)CC1)C(=O)Nc1ccccc1	-12	-2	2.5	3	-20	1	-2	37	-16	-8	1.2
COCCNC(=S)N/N=C(\C)c1ccc(OC)cc1	2	2	-0.1	17	-5	-2	1	-1	1	-1	4.2
O=C(C1=COCCO1)N1CCN(S(=O)(=O)c2cccc(F)c2)CC1	1	2	-0.5	-14	-5	4	-7	7	-7	-24	-0.2
C=CC[n+]1c(-c2ccc(C)cc2)csc1NNC(=O)Nc1ccccc1	-85	10	-0.7	-13	41	3	-7	58	46	-13	3.1
CN1CCN(C(=O)c2cc3c(c(-c4cccc(C#CC(C)(C)O)c4)n2)[C@H](CCO)N(S(=O)C(C)(C)C)C3)CC1 (stereo not given in full)	13	nt	-0.1	-23	9	nt	-8	2	1	17	0.3
O=C(NCC1CCCO1)C(=O)N/N=C/c1ccc(OCc2ccccc2Cl)cc1 (stereo not given)	-5	-46	-1.7	-16	-81	2	-192	-10	14	0	-0.2
CC(C)OC(=O)CC1C(=O)NCCN1C(=S)NC(=O)c1ccccc1 (stereo not given)	6	11	-1.3	-22	-17	7	-14	-6	6	2	0.0
O=C1CCCCN1CCC(=O)N1CCCC(Nc2ccc(F)c(F)c2)C1 (stereo not given)	2	-9	-0.5	-1	-6	1	5	-8	-1	-8	-0.3
O=C(NCCCN1CCN(c2ccccc2F)CC1)C1CCN(S(=O)(=O)c2cccs2)CC1	16	14	-0.2	3	7	2	20	7	-21	2	0.2
N#Cc1c(C(F)(F)F)cc(-c2ccccc2)nc1SCCN1CCOCC1	8	25	-0.9	-19	-5	1	42	25	0	-7	1.2
CSCCC(NC(=O)C12CC3CC(CC(C3)C1)C2)C(=O)OCC(=O)c1ccc(Cl)cc1 (stereo not given)	-1	17	-2.1	-3	6	-1	2	2	-22	-1	-0.4
